# Source: PubChem BioAssay
# KCNK3 inh: human KCNK3 channel inhibition, primary screen | O14649 | CHO-KCNK3 thallium flux, FluxOR fluorescence; stronger effect = lower value | B-score at 10 µM | hit rate 0.84% among 340,000;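 active = B-score under library mean minus 4 SD, starting fluorescence ratio at most library mean plus 5 SD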;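 also: more negative B-score means stronger inhibition of thallium flux through KCNK3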
# DYRK1A inh: Dyrk1A (rat) kinase inhibition | Q63470 | ADP-Glo luminescence, NFATc1 peptide | inhibition, % at 12.5 µM | hit rate 0.43% among 310,000 | AID 504441; in the data active = inhibition above about 50%;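 also: plate controls were vehicle with enzyme for no effect and no enzyme for full effect; many of its hits are not listed in these tables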
# TMEM16A act: mouse TMEM16A channel activation, primary screen | B-score at 10 µM | hit rate 0.3% among 340,000 | HEK293 TMEM16A/YFP-H148Q/I152L, iodide quench fluorescence; stronger effect = lower value | Q8BHY3 | AID 623877;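 active = fluorescence-ratio B-score plate-corrected deviation score at least 3 library SD below zero, with starting fluorescence score within 5 deviations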;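 also: channel opened by trigger with iodide after compound preincubation; score built on the fluorescence ratio of max minus min over baseline; more negative score means more quench and so TMEM16A activation or potentiation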
# * marks the source's active call; other numbers are inactive results; i = inactive. Some of the compounds tested (hit frequency here may not be typical).
SMILES,KCNK3 inh,DYRK1A inh,TMEM16A act
CCCCCCCCCCCCCCC[C@@H](O)[C@@H](N)CO,i,-1,i
O=C1NC(=S)S/C1=C\C=C\c1ccc([N+](=O)[O-])o1,i,-1,i
O=[N+]([O-])c1cncn1CCN1CCOCC1,i,-2,i

# Entries above that contain a nitro group on carbon (2):
SMILES,KCNK3 inh,DYRK1A inh,TMEM16A act
O=C1NC(=S)S/C1=C\C=C\c1ccc([N+](=O)[O-])o1,i,-1,i
O=[N+]([O-])c1cncn1CCN1CCOCC1,i,-2,i

# Looked up above:
# Result of O=C1NC(=S)S/C1=C\C=C\c1ccc([N+](=O)[O-])o1 under DYRK1A inh: -1
# Result of O=[N+]([O-])c1cncn1CCN1CCOCC1 under DYRK1A inh: -2

# Pulled one by one from the list above, 2 records:
SMILES,KCNK3 inh,DYRK1A inh,TMEM16A act
CCCCCCCCCCCCCCC[C@@H](O)[C@@H](N)CO,i,-1,i
O=[N+]([O-])c1cncn1CCN1CCOCC1,i,-2,i
